EBV gp42 block: inhibitors of Epstein-Barr virus glycoprotein 42; Q1HVG2; Fluorescence polarization binding assay, mP read-out; inhibition, % (tested at 21.74 µM); actives 0.42% (n = 220,000); AID 1085; in the data active means inhibition above about 50%
Target sequence (Q1HVG2 whole entry, looked up): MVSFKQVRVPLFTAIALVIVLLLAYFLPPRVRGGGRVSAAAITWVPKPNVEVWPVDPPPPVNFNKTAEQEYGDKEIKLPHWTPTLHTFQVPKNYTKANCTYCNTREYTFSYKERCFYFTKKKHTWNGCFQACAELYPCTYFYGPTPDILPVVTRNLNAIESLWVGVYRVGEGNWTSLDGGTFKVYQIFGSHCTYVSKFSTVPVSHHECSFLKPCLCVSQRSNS
Furin inh: human furin inhibition. purified furin, fluorogenic substrate cleavage. actives 0.061% (n = 220,000). inhibition, % at 30 µM; in the data active means inhibition above about 25%; further: inactives centre near -15
NCF1 inh: blocks human p47phox regulatory protein of NADPH oxidases; P14598; p47phox/p22phox peptide binding, fluorescence polarization, 2 h; inhibition, % at 24.7 µM; actives 0.53% (n = 220,000); AID 1274;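 active means inhibition above about 30%, limit read from the data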;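 further: 0% = p47phox with labelled peptide and 100% = labelled peptide alone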
TbHK1 inh: T. brucei hexokinase 1 inhibition | recombinant TbHK1, G6PDH-coupled NADH A340 | inhibition, % at 10 µM | actives 0.11% (n = 220,000) | AID 1430;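 active means inhibition of 50% or more in the single-dose primary screen; inactive means inhibition below 50%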
p97 ATPase inh: human p97 ATPase inhibition | P55072 | recombinant p97 ATPase, Kinase-Glo ATP luminescence, 3 h | inhibition, % at 8 µM | actives 0.42% (n = 220,000) | AID 1481; in the data active means inhibition above about 15%;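 further: 0% = DMSO vehicle and 100% = wells lacking enzyme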
Target sequence (P55072 whole entry, looked up): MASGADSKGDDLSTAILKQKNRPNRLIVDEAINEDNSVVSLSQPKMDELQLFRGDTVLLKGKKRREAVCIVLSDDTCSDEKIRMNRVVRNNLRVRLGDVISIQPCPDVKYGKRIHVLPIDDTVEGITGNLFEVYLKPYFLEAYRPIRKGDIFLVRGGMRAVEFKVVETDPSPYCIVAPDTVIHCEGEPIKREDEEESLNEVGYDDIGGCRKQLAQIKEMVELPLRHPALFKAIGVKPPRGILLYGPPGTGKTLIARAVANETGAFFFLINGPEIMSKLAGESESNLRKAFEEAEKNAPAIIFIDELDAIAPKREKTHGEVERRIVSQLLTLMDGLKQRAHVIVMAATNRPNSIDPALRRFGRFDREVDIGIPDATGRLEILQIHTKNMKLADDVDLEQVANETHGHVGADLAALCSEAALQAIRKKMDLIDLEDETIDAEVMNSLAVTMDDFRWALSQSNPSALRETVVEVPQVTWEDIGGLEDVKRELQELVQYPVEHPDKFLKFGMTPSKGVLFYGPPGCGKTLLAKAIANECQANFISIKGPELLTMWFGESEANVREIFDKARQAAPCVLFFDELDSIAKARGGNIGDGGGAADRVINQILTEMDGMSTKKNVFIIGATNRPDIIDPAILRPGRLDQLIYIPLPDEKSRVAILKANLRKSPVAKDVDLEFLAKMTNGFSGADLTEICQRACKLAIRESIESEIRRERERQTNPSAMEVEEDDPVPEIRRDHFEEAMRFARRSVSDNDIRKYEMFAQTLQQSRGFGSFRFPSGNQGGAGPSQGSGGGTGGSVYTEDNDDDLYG
Runt-CBFb FRET: blocks binding of human RUNX1 Runt domain to CBFb; actives 0.46% (n = 220,000); Cerulean-Runt/Venus-CBFb FRET ratio 530/480, 1 h; Q01196+Q13951; inhibition, % at 20 µM; AID 1496;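 active means inhibition over about 50% at 20 µM in the single-dose screen, limit read from the data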;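 further: 0% = DMSO wells and 100% = excess unlabeled CBFb competitor control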
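Buffer or medium: Tris pH 7.5 buffer with BSA. Assay system: Cerulean-labeled Runt domain protein. Amount: each fluorescent fusion protein 100 nM. Read-out basis: loss of energy transfer signal. Incubation: 1 h compound exposure, room temperature. Probe or stimulus: Venus-CBFb binding partner, 100 nM. Detection: FRET, excitation 422 nm, emission at 530 and 480 nm.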
Runt-SMMHC FRET: blocks binding of human RUNX1 Runt domain to CBFb-SMMHC | Q01196+Q13951 | Cerulean-Runt/Venus-CBFb-SMMHC FRET ratio 530/480, 1 h | inhibition, % at 20 µM | actives 0.74% (n = 220,000);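 active means mean inhibition across duplicate retests at 20 µM reaching about 50%, limit read from the data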;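 further: 0% = DMSO wells and 100% = wells with excess untagged CBFb-SMMHC; inhibitors lower the FRET ratio by blocking Runt binding to CBFb-SMMHC; some results filed as inactive read as strong as hits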
RBBP9 inhibitor: inhibitors of human serine hydrolase RBBP9. O75884. recombinant RBBP9, FP-Rh probe fluorescence polarization. inhibition, % at 7.94 µM. actives 0.2% (n = 220,000);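 active means inhibition above the campaign mean of all tested compounds plus 3 SD, cut at about 14% in these data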;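 further: plate controls were DMSO wells with RBBP9 for no effect and wells lacking RBBP9 protein for full effect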
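Material: RBBP9 protein. Amount: RBBP9 at 2.5 µM in dispensed solution, before mixing. Schedule: 30 min then 45 min, 25 °C. Medium: Tris buffer pH 8.0, NaCl, Pluronic. Measured by: fluorescence polarization. Measure: percent inhibition from mP, scaled between DMSO and no-protein wells. Replication: one well per compound.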
m-calpain inh: calpain II (pig) inhibition | purified calpain II, fluorogenic peptide substrate, 30 min | inhibition, % at 16 µM | actives 0.37% (n = 220,000) | AID 1236;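 active means inhibition above about 50%, limit read from the data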
* = called active by the depositor; x = no result given; [ ] = remark or other dose.

SMILES	EBV gp42 block	Furin inh	NCF1 inh	TbHK1 inh	p97 ATPase inh	Runt-CBFb FRET	Runt-SMMHC FRET	RBBP9 inhibitor	m-calpain inh
Cc1cccc(C)c1Oc1nc(-c2ccccc2)ncc1S(=O)(=O)c1ccccc1	4.0	-9.7[20 µM]	0.1	5.3	1.7	1.0	3.0	-1.6	3.7
CC(=O)C1=C(C)NC(SCC(=O)c2ccc(Cl)c(Cl)c2)=C(C#N)C1c1ccco1 (centres undefined)	x	-13.3	x	-10.2	2.9	15.4	-9.5	-7.7	x
Cc1occc1C(=O)NCc1ccccc1F	-8.3	-20.5[20 µM]	-4.1	-3.5	3.5	1.1	2.9	-1.8	5.4
COc1cc([N+](=O)[O-])ccc1NC(=O)COC(=O)c1ccc(NC(N)=O)cc1	-1.6	-14.8	-5.2	-10.9	4.9	-1.2	3.0	-4.6	-25.7
CC(=O)c1ccc(N2CCN(C(C)C(=O)NC3CCCc4ccccc43)CC2)cc1 (centres undefined)	-17.4	-10.5	-15.6	-22.1	-3.7	-0.4	3.1	-2.1	20.4
Cc1cc(C(=O)N2CCCC(C(=O)c3ccc4ccccc4c3)C2)nn1C (centres undefined)	7.1	-3.8	-6.6	-5.7	-4.4	-0.8	1.9	-7.9	5.4
COC(=O)COc1ccc(S(=O)(=O)N2CCN(c3ccccc3F)CC2)cc1	5.2	-23.8	-0.8	5.6	4.6	-1.3	-1.5	-3.4	17.3
C=CCOC(=O)COc1ccc2c(C)c(CC)c(=O)oc2c1	-7.3	-2.2[20 µM]	-2.2	-5.8	-6.2	-0.8	-1.3	1.3	-325.8
CCn1c(Cc2ccccc2)nnc1SCC(=O)Nc1ccc(N2CCOCC2)c(Cl)c1	-17.8	-12.9[20 µM]	-2.1	1.5	0.0	-1.5	1.9	5.0	10.5
Cc1ccc(C)c(Oc2coc3cc(OCC(=O)Nc4ccccc4C(C)C)ccc3c2=O)c1	-38.2	-23.2	-73.9	6.5	1.8	0.7	5.3	-0.5	-4.4

One compound at a time, from the list above. Values in the order: EBV gp42 block	Furin inh	NCF1 inh	TbHK1 inh	p97 ATPase inh	Runt-CBFb FRET	Runt-SMMHC FRET	RBBP9 inhibitor	m-calpain inh
`CC(=O)C1=C(C)NC(SCC(=O)c2ccc(Cl)c(Cl)c2)=C(C#N)C1c1ccco1` (centres undefined) is listed with x	-13.3	x	-10.2	2.9	15.4	-9.5	-7.7	x
`CC(=O)c1ccc(N2CCN(C(C)C(=O)NC3CCCc4ccccc43)CC2)cc1` (centres undefined) is listed with -17.4	-10.5	-15.6	-22.1	-3.7	-0.4	3.1	-2.1	20.4

Remaining list, next part
SMILES	EBV gp42 block	Furin inh	NCF1 inh	TbHK1 inh	p97 ATPase inh	Runt-CBFb FRET	Runt-SMMHC FRET	RBBP9 inhibitor	m-calpain inh
O=c1[nH]c(N2CCCCC2)nc2c1CCCC2	-19.5	-9.2[20 µM]	-17.2	-4.7	3.7	2.5	-1.6	-8.3	-12.3
O=C(OC(C(=O)NCc1cccs1)c1ccccc1F)c1ccco1 (centres undefined)	-17.4	-13.3[20 µM]	-6.5	6.3	-7.5	-1.6	2.6	-13.5	38.0
CC1=CSC2=NC(=O)/C(=C/c3cccc(OC(=O)c4ccco4)c3)C(=N)N12	-6.8	-19.2	-5.5	-6.0	1.2	0.8	2.4	-6.6	33.6
COC(=O)c1c(C)[nH]c(C(=O)NCc2ccco2)c1C	-5.6	-22.4	-11.5	-2.5	-0.1	0.1	1.2	-0.1	-4.9
CCOc1ccc(CN2CCN(Cc3cccc4c3OCO4)CC2CCO)cc1 (centres undefined)	-12.0	-29.3	-3.7	-3.1	-3.4	0.2	-3.7	1.6	-7.8
COc1ccc(Cc2nnn(CC(=O)O)n2)cc1	-25.8	-19.2	-9.4	-1.0	2.2	1.6	-0.6	-5.1	-24.5
Cc1ccc(C(C)n2cc(C(=O)NCc3ccccn3)nn2)cc1 (centres undefined)	-5.0	-26.4	-0.3	3.2	-0.1	1.0	-0.3	-8.1	32.2
c1ccc2sc(N3CCN(Cc4nnnn4CC4CCCO4)CC3)nc2c1 (centres undefined)	-5.3	-16.0	-9.3	-2.5	7.3	-2.5	-1.6	-3.5	10.0
Cc1[nH]c2ccccc2c1C(O)CN1CCC2(CC1)OCCO2 (centres undefined)	-9.5	-15.2	-7.3	-4.8	8.8	0.1	-0.1	-7.5	-3.8
C=CCc1cc(C)ccc1OCC(O)CN1CCN(c2ccccc2)CC1 (centres undefined)	0.7	-19.7	-4.1	2.7	-2.4	-2.7	-11.9	-5.6	-17.9
COc1ccc2nc(/C(C#N)=C\c3ccc(Oc4ccc([N+](=O)[O-])cn4)cc3)[nH]c2c1	-20.9	-20.5	-43.6	8.3	5.6	-17.1	-35.2	-6.8	-65.5
CCOC(=O)CNC=C(C(=O)OCC)C(=O)OCC	2.2	-22.5[20 µM]	-15.8	-6.2	-2.8	-1.0	-1.7	-7.6	-31.1
CCS(=O)(=O)N1CCN(c2ncnc3sc(C)c(C)c23)CC1	-12.6	-19.8	-8.0	-0.8	1.5	1.2	1.0	-8.8	-8.3
O=C(/C=C/c1cccs1)N1CCC2(CC1)Oc1ccc(F)cc1C(=O)C21CC(c2ccc(Cl)cc2)=NO1 (centres undefined)	-16.9	-6.8	-3.3	-26.2	x	-3.1	-5.3	x	-19.1
CCOc1ccc(C(=O)NCC(c2cccs2)N(C)C)cc1OCC (centres undefined)	-20.8	2.5	-6.5	-2.5	-7.2	0.4	0.2	-1.9	14.2
CCC(Cc1ccccc1)NCc1c(C(=O)O)c(C)n(Cc2ccccc2)c1C (centres undefined)	0.3	-8.8	0.0	-3.5	-7.1	0.3	0.1	-2.1	10.6
CCOC(=O)/C(C#N)=C/Nc1cc(C(C)(C)C)sc1C(C)=O	-12.4	-7.2	-13.4	-10.5	2.9	-1.5	-2.0	2.7	-25.9
CCC[C@@H]1C[C@@]1(CCC)[C@@H](NC(=O)c1ccccc1)c1ccc(C(=O)OC)cc1	-2.4	-7.5	3.1	0.5	1.3	-4.6	-8.9	-6.1	32.1
O=C(Cn1c(=O)oc2ccccc21)Nc1nnc(N2CCCCCC2)s1	-5.5	-14.2	-20.1	-3.1	5.4	3.1	0.9	-5.7	1.2
O=C(NNS(=O)(=O)c1ccc(F)cc1)c1sccc1-n1cccc1	0.2	-12.5	1.6	2.6	-0.9	-0.2	-3.8	-7.0	4.9
COc1ccc(C(=O)NC(C)c2nc3ccccc3[nH]2)cc1OC (centres undefined)	-0.7	-17.1[20 µM]	-5.0	3.6	2.0	-0.8	1.5	-1.5	8.6
N#C/C(=N/O)c1nc(-c2ccc(F)cc2)cs1	-6.8	-17.1	-26.3	-14.2	0.4	-4.5	-0.8	-6.8	-9.3
COc1cccc(CN2CCNC(=O)C2CC(=O)NCCc2nc(C)c(C)s2)c1OC (centres undefined)	-9.4	-17.5	-3.9	3.5	1.0	x	x	-2.1	-9.3
Cc1cc(C)c2[nH]c(=O)c(C(c3nnnn3C(C)(C)C)N(Cc3ccco3)CC3CCCO3)cc2c1 (centres undefined)	10.1	-24.1[20 µM]	-11.3	-24.0	-2.2	3.6	-10.3	-7.5	-104.5
O=C(NC1CC1)C1CCCN1S(=O)(=O)c1ccc2ccccc2c1 (centres undefined)	-5.0	-2.5[20 µM]	-4.8	-4.5	3.7	-0.9	-1.8	2.1	-5.4
Cc1ccc(OCC(=O)Nn2c(C)nc3ccccc3c2=O)c(C(C)C)c1	-10.5	-11.2[20 µM]	1.9	3.3	-3.2	-1.9	3.3	-10.1	-11.1
CCOc1ccc(NC(=O)C2CC=CCC2C(=O)O)cc1 (centres undefined)	-18.1	-17.8[20 µM]	-7.5	0.6	3.5	1.3	3.0	-3.3	-13.2
Cc1nc(NS(=O)(=O)c2ccc(Cl)s2)c2c3c(sc2n1)CCCC3	11.0	-18.5	-16.4	-9.9	1.3	-1.1	-0.3	3.7	-14.0
Cc1n[nH]c(C)c1Cc1c(F)cccc1Cl	-7.5	-20.3	-0.1	-8.0	-0.9	-1.5	0.0	-6.5	-2.3
CCc1cccc(CC)c1NC(=O)COC(=O)C1(c2ccc(Cl)cc2)CCCC1	-6.6	-15.7	-6.9	-1.6	3.7	0.1	-2.6	2.6	-3.7
O=C(Cn1nnc(-c2ccc(Cl)cc2)n1)NC1CCN(Cc2ccccc2)CC1	-15.2	-11.2	-1.6	7.2	2.9	-3.3	6.4	-6.5	5.5
CCOC(=O)N1CCN(c2c(N3CCN(C(=O)OCC)CC3)c(=O)c2=O)CC1	-7.7	-10.5	-15.3	-18.9	4.2	1.0	-0.3	0.9	-3.9
O=C(Nc1ccccc1C(=O)N1CCOCC1)c1ccc([N+](=O)[O-])cc1	0.5	-21.7	-3.4	-9.8	2.3	1.2	1.1	-8.3	-19.9
COCCNC(=O)c1ccc(-c2csc(C)n2)cc1	0.9	-34.2	-11.5	-1.0	2.1	-2.7	-1.4	-4.5	-27.2
COC(=O)c1c(NC(=O)CN2C(=O)NC(CCc3ccccc3)C2=O)sc2c1CCCCC2 (centres undefined)	-27.3	-4.8	-28.3	-9.1	4.7	-6.5	-0.3	-2.2	-10.9
O=C(CSC1=NCCS1)Nc1nc2ccccc2s1	-12.9	-8.9[20 µM]	-10.9	5.8	4.4	0.6	2.2	-3.6	-7.5
COc1cc(/C=N/NC(=O)C(Cc2c[nH]c3ccccc23)NC(=O)OCc2ccccc2)cc([N+](=O)[O-])c1O (centres undefined)	31.7	-13.4	-25.3	-22.7	2.0	-2.6	-6.0	-3.8	-56.0
O=C(Cn1nnc2ccccc2c1=O)NCCc1ccc(Cl)cc1Cl	-8.0	-17.0	1.4	-4.1	1.9	-2.0	2.1	-4.6	0.4
CCOc1ccc(NS(=O)(=O)c2ccc(OCC)c3ncccc23)cc1	10.9	-20.0[20 µM]	-3.0	24.6	2.1	1.4	3.4	0.5	-17.7
CCC(OC(=O)c1cc2sccc2n1C)C(=O)NCc1ccco1 (centres undefined)	-15.6	-23.7	-6.3	1.3	3.9	-1.1	14.1	-2.3	0.3
CC(=O)N1CCc2cc(S(=O)(=O)NC(CC(C)C)C(=O)N3CCn4c3nc3ccccc34)ccc21 (centres undefined)	-0.1	-17.5[20 µM]	27.0	-4.6	-4.2	-5.9	-1.2	-10.4	-52.6
NC(=O)C1(N2CCCCC2)CCN(C(=O)NC23CC4CC(CC(C4)C2)C3)CC1	-0.5	-18.7[20 µM]	-5.7	2.1	-6.5	2.8	0.2	-0.5	17.6
CSc1ccc(NC(=O)Nc2cccn(Cc3ccccc3)c2=O)cc1	-18.0	-24.1	-9.7	1.6	2.3	x	x	-4.2	-0.7
Cc1ccc(C2NC(=O)c3c(sc(C)c3C)N2)c(O)c1 (centres undefined)	12.6	-23.0[20 µM]	-9.2	-15.0	1.7	4.8	21.3	7.2	-12.7
Cc1ccc(/C(O)=C/C(=O)C(=O)NNC(=O)C(O)(c2ccccc2)c2ccccc2)cc1	-20.8	-11.5[20 µM]	-19.2	-16.9	1.9	-3.1	-10.8	-2.9	-46.0
N#Cc1ccc(/C=N/NC(=O)c2ccccc2F)cc1	-2.4	-14.4	-3.3	-13.9	-7.0	1.8	-1.8	-7.5	-15.1

An unsorted share of the library. Share with any hit: about 2.7%.
